Screens (PubChem BioAssay)
APEX1 inh: blocks human APE1 abasic DNA cleavage; hit rate 0.35% among 350,000; recombinant APE1, TAMRA/BHQ-2 abasic DNA cleavage fluorescence; Potency, µM (titrated, usually from 65.8 µM), without a hit: at the top dose activity change, negative = inhibition, usual class: inhibitors; AID 2517; P27695;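 further: plate controls were vehicle for no effect and reference inhibitor for full effect; nearly all actives have a fitted effect of over 55% in size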
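APE1 at 0.75 nM final was preincubated with compound 15 min at room temperature, then 50 nM double-stranded THF abasic-site substrate (5'-TAMRA/3'-BHQ-2) was added. Fluorescence (ex 525/em 598 nm) was read kinetically; third-minus-first read gave activity.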
BLM inh: Bloom syndrome helicase (human) inhibition; recombinant BLM DNA unwinding, fluorescence dequenching; Potency, µM (highest dose often 56.1 µM), without a hit: top-dose activity change, negative = inhibition, hits mostly inhibitors; hit rate 0.2% among 350,000; AID 2528;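 further: plate controls were vehicle for no effect and no enzyme for full effect; nearly all actives have a fitted effect of over 35% in size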
POLI inh: inhibitors of human DNA polymerase iota | Q9UNA4 | Pol iota fluorescent replication assay, 10 min | Potency, µM (top dose mostly 115 µM), inactives show at the highest dose activity, negative = inhibition, actives largely listed as inhibitors | hit rate 1% among 390,000 | AID 588590
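Fluorescent replication assay read twice, at 0 min and 10 min after adding 50 nM (final) substrate. Enzyme (10 nM) and compounds were first incubated 15 min at room temperature; enzyme-free buffer wells were negative controls.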
BAZ2B inh: BAZ2B (human) inhibition; hit rate 4.4% among 360,000; AID 504333; Potency, µM (top dose mostly 114 µM), for the others: at the highest dose activity change, negative = inhibition, most hits filed as inhibitors; AlphaScreen BAZ2B-H3K14Ac peptide displacement; further: on the % scale 0 is the no-effect control and ±100 the full control effect; nearly all actives have a fitted effect of over 60% in size
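In this displacement format the biotinylated H3(5-23) peptide acetylated at Lys14 serves as ligand at 50 nM, with BAZ2B at 50 nM in PBS pH 7.4 containing 0.01% Tween-20. Donor and acceptor beads are 10 ug/mL final.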
G9a block: blocks human histone lysine methyltransferase G9a | Potency, µM (highest dose often 102 µM), inactives show at the highest dose activity, negative = inhibition, usual class: inhibitors | G9a H3K9 monomethylation, AlphaScreen, 2 h | Q96KQ7 | hit rate 8.8% among 350,000 | AID 504332; further: on the % scale 0 is the no-effect control and ±100 the full control effect; nearly all actives have a fitted effect of over 75% in size
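Signal arises when biotinylated H3K9 peptide, once monomethylated, bridges streptavidin donor and antibody-captured acceptor beads. Enzyme at 20 nM was preincubated 15 min with test compounds; peptide 500 nM and SAM 20 uM then reacted for 2 h.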
Anesthetic bind: binds horse apoferritin like a general anesthetic; apoferritin/1-aminoanthracene competitive binding, fluorescence; AID 485281; Potency, µM (titrated, usually from 77.5 µM), inactives show at the highest dose activity change, negative = displacement, hits mostly inhibitors; P02791; hit rate 0.074% among 350,000; further: on the % scale 0 is the no-effect control and ±100 the full control effect; nearly all actives have a fitted effect of over 20% in size
Target sequence (P02791 2-175 limits assumed): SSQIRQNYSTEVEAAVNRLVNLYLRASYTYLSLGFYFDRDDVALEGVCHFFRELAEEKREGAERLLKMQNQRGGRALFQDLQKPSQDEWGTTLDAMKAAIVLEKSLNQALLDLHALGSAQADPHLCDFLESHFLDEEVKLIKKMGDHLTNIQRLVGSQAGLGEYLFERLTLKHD
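Read-out: endpoint 1-AMA fluorescence, excitation 380 nm and emission 535 nm, after compounds sit 10 min at room temperature with 10 uM horse-spleen apoferritin in 50% saturated 1-AMA/PBS. Values come from four-parameter Hill fits.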
Pol kappa inh: DNA polymerase kappa (human) inhibition | AID 588579 | purified Pol kappa, fluorescent DNA synthesis assay, 10 min | hit rate 0.53% among 400,000 | Q9UBT6 | Potency, µM (highest dose often 107 µM), inactives show top-dose activity, negative = inhibition, actives largely listed as inhibitors; further: on the % scale 0 is the no-effect control and ±100 the full control effect
Target sequence (Q9UBT6 whole entry, looked up): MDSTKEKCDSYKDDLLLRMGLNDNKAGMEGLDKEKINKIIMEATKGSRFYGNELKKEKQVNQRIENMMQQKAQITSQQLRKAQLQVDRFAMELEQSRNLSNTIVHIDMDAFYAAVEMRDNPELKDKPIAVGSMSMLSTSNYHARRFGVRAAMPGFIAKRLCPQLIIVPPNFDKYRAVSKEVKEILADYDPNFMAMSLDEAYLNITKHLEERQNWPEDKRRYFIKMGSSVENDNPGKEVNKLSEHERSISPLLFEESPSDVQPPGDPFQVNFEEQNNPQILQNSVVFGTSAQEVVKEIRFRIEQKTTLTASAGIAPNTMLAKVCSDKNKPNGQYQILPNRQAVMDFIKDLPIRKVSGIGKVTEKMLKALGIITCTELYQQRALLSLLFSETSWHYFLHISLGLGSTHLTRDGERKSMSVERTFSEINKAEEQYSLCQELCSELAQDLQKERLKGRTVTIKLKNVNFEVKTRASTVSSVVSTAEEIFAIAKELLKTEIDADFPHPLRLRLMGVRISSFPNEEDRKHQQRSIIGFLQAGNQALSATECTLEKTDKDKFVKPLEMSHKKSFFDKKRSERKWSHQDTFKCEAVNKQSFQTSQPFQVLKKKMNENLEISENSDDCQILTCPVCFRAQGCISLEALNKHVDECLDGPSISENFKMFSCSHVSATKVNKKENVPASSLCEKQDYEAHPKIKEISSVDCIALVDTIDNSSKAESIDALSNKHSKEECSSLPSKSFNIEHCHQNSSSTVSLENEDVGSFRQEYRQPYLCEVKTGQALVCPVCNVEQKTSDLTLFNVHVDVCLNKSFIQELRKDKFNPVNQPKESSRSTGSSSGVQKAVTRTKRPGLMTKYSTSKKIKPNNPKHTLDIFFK
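Here, compound and 10 nM enzyme are combined for 15 min at room temperature; adding 50 nM substrate (final) starts DNA synthesis, tracked by fluorescence at 0 and 10 min against buffer-only wells.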
POLH inh: blocks human DNA polymerase eta activity; Q9Y253; Potency, µM (doses to about 114 µM), inactives show top-dose activity change, negative = inhibition, most hits filed as inhibitors; recombinant Pol eta, fluorescent DNA replication assay; hit rate 1.2% among 390,000; further: on the % scale 0 is the no-effect control and ±100 the full control effect
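Fluorescent replication assay: 50 nM final substrate added after a 15 min room-temperature compound preincubation with 10 nM enzyme. Signal taken at 0 min and again at 10 min.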
Pol beta inh: blocks human DNA polymerase beta activity | Pol beta primer extension/strand displacement, fluorescence kinetic | P06746 | Potency, µM (highest dose often 114 µM), inactives show at the top dose activity change, negative = inhibition, most hits filed as inhibitors | hit rate 1.3% among 340,000; further: on the % scale 0 is the no-effect control and ±100 the full control effect
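Homogeneous kinetic assay of primer extension and strand displacement by 10 nM Pol beta, preincubated 15 min at room temperature with compound before 50 nM substrate (final) was added. Read at 0 and 10 min; four-parameter Hill fit.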
Starred values were filed as active, the others as inactive; ? = inconclusive; . = no result given; & = joins results of further samples; [ ] = dose if it differs, or a comment. The call rests on the fitted dose curve; in most records, active means well fitted curve in the direction sought with a large enough effect; inconclusive means small, poorly fitted or top-dose-only effect, or another doubt; inactive means no such curve, though single readings can be large; an effect the other way counts as inactive or inconclusive. Potency means the concentration at half of the fitted maximal effect.

The first 4 compounds (preview)
BAZ2B inh	Anesthetic bind	Pol beta inh	BLM inh	APEX1 inh	Pol kappa inh	POLI inh	POLH inh	G9a block	mol
-2%	5%	28%	-7%	21%	2%	-19%	-2%	.	Cc1cc(C)c(C(=O)Nc2ccc(C)c(C)c2)c(CC(C)(C)C(=O)O)c1
2%	-1%	0%	1%	.	2%[60.1 µM]	?	-8%	-3%[59 µM]	Cn1c(=O)c2c(SCC(=O)NCc3ccco3)nc(-c3ccccc3)nc2n(C)c1=O
-1%	-10%	8%	-6%	.	-7%	23%	-20%	3%[59 µM]	CCS(=O)(=O)c1ncc(N(Cc2ccc(F)cc2)Cc2ccco2)c(C(=O)Nc2cc(C)ccc2C)n1
-13%	-1%&-4%	2%&-21%	2%&1%	30%	-2%&0%	4%&6%	0%&0%	30%	CC(C)CCNC(=O)c1cn(C)c2ccc(S(=O)(=O)N3CCCC3)cc2c1=O

The list itself, from the start:
BAZ2B inh	Anesthetic bind	Pol beta inh	BLM inh	APEX1 inh	Pol kappa inh	POLI inh	POLH inh	G9a block	mol
-2%	5%	28%	-7%	21%	2%	-19%	-2%	.	Cc1cc(C)c(C(=O)Nc2ccc(C)c(C)c2)c(CC(C)(C)C(=O)O)c1
2%	-1%	0%	1%	.	2%[60.1 µM]	?	-8%	-3%[59 µM]	Cn1c(=O)c2c(SCC(=O)NCc3ccco3)nc(-c3ccccc3)nc2n(C)c1=O
-1%	-10%	8%	-6%	.	-7%	23%	-20%	3%[59 µM]	CCS(=O)(=O)c1ncc(N(Cc2ccc(F)cc2)Cc2ccco2)c(C(=O)Nc2cc(C)ccc2C)n1
-13%	-1%&-4%	2%&-21%	2%&1%	30%	-2%&0%	4%&6%	0%&0%	30%	CC(C)CCNC(=O)c1cn(C)c2ccc(S(=O)(=O)N3CCCC3)cc2c1=O
6%	-6%	28%	-11%	-5%	-2%	24%	-7%	?	Nc1nc(SCC(=O)NCCCN2CCOCC2)nc2sc3c(c12)CCC3
.	?	3%	1%	0%	-7%	36%[activator]	-7%	-2%	O=C(COc1ccccc1C(=O)O)NC1CCCc2ccccc21 (stereo unspecified)
46%[activator]	-7%	-4%	-8%	5%	-13%	6%	-12%	13%[59 µM]	COc1ccc(CCN(C)CCC(=O)Nc2cc(C)ccc2C)cc1OC
?	-16%	5%	-2%	5%	?	?	0%	9%[12.7 µM]	CC(C)Oc1cccc(C(=O)C2CCCN(C(=O)c3csnn3)C2)c1 (stereo unspecified)

Following part
BAZ2B inh	Anesthetic bind	Pol beta inh	BLM inh	APEX1 inh	Pol kappa inh	POLI inh	POLH inh	G9a block	mol
-22%	-14%	9%	4%	2%	-5%	-17%	7%	-3%	CCCN1C2CCCC1CC(NC(=S)Nc1cc(C)cc(C)c1)C2 (stereo unspecified)
-36%	-1%	42%	2%	-2%	-6%	-2%	?	15%[59 µM]	Cc1ccc(-c2cc3c(n2-c2ccc(C(=O)O)cc2)CCCC3=O)cc1
0%	-3%	-26%	2%	1%	9%	1%	-13%	9%[59 µM]	COc1ccc(/C=N/NC(=O)C2c3ccccc3Oc3ccccc32)c(OC)c1
-7%	-12%	?	-1%	2%	1%	15%	-13%	-2%[12.7 µM]	COc1ccc(N2C(=O)C3CCCN3C2c2ccc(C)cc2)cc1Cl (stereo unspecified)
-13%	-8%	-6%	-1%	-1%	3%	37%[activator]	-17%	.	COCCSc1ccccc1C(=O)Nc1ccc2c(c1)OCO2
-6%	-15%	4%	1%	-17%	-10%	8%	5%	.	Cc1c(C)c2ccc(OCC(=O)N3CCN(C(=O)C4COc5ccccc5O4)CC3)cc2oc1=O (stereo unspecified)
?	-11%	0%	-3%	-2%	-4%	?	-18%	45µM*	O=C(N1CCOCC1)N1CCN(c2nc(-c3ccccc3)cs2)CC1
0%	-12%	6%	5%	3%	-20%	15%	-8%	0%	CC1CCN(CCc2nc3cc(NC(=O)COc4ccccc4)ccc3n2C)CC1

Going on with the list.
BAZ2B inh	Anesthetic bind	Pol beta inh	BLM inh	APEX1 inh	Pol kappa inh	POLI inh	POLH inh	G9a block	mol
-3%	-16%	23%	-4%	0%	-2%	-5%	-12%	?	CC(=O)c1cccc(NC(=S)NC(=O)c2ccccc2Cl)c1
6%	?	?	-1%	-2%	-9%	-11%	-4%	12%	COc1cccc(CNC(=O)c2nnn(CC(=O)Nc3ccc4c(c3)OCO4)c2N)c1
3%	-7%	1%	-4%	9%	-13%	26%	6%	17%	Cc1cccc(C)c1NC(=S)N1CCC(c2ccccc2)C1 (stereo unspecified)
-4%	?	0%	-2%	-4%	-2%	9%	-10%	-5%	Cc1nn(Cc2ccc(Cl)cc2Cl)c(C)c1NC(=O)c1nc2n(n1)C(C(F)F)CC(C)N2 (stereo unspecified)
-5%	-12%	6%	0%	-1%	2%	-5%	-8%	-32%[12.7 µM]	CC(=O)c1ccc(N2CCN(C(=O)CCS(=O)(=O)c3ccc(C)cc3)CC2)cc1
?	9%	13µM*	-11%	4%	-6%	1%	-21%	15%[12.7 µM]	Cc1ccc(-n2c(O)c(/C=N/c3ncn[nH]3)c3ccccc3c2=O)cc1
-3%	2%	6%	-9%	-5%	-3%	-3%	1%	45µM*	COc1cccc(CNC(=O)c2c[nH]n3c(=O)c(Cl)c(C)nc23)c1
-4%	0%	7%	1%	2%	-3%	?	8%	18%	Cc1cccc(N2CCN(S(=O)(=O)c3ccc(S(=O)(=O)N4CCCC4)cc3)CC2)c1C

Other structures:
BAZ2B inh	Anesthetic bind	Pol beta inh	BLM inh	APEX1 inh	Pol kappa inh	POLI inh	POLH inh	G9a block	mol
7%	?	3%	-2%	3%	-13%	5%	-3%	-19%	CCOC(=O)Cc1csc(NC(=O)c2cc3c(s2)CCCC3)n1
-2%	?	0%	-1%	35%[activator]	4%[60.1 µM]	12%	-11%	2%	c1cncc(-c2nc(-c3ccc4c(c3)OCCO4)cs2)c1
8%	-8%	-3%	4%	4%	3%	4%	-17%	5%[59 µM]	CC1(C)C2CCC13CS(=O)(=O)NC3C2 (stereo unspecified)
-13%	2%	0%	1%	?	-10%	4%	3%	50µM*	COc1c(/C=N/NC(=O)c2ccncc2)c(CCN(C)C(C)=O)cc2c1OCO2
-3%	-13%	7%	2%	-9%	8%	-20%	2%	-5%	CCOC(=O)CSc1nnc(-c2ccc(S(=O)(=O)N3CCC(C)CC3)cc2)o1
1%	-17%	-25%	-11%	-5%	2%	?	-15%	15%[12.7 µM]	COc1cc(NC(=O)N2CCNC2=O)cc(C(=O)Nc2cccc(C(F)(F)F)c2)c1
-10%	-11%	12%	-1%	5%	-8%	-2%[58.9 µM]	-2%	?	O=C(C[n+]1ccc2c(c1)nnn2-c1ccccc1)c1ccc(Cl)cc1
0%	-21%	20%	0%	7%	-3%	8%	-11%	-5%[59 µM]	Nc1ccccc1N1CCOCC1

Next part.
BAZ2B inh	Anesthetic bind	Pol beta inh	BLM inh	APEX1 inh	Pol kappa inh	POLI inh	POLH inh	G9a block	mol
-2%	4%	6%	-1%	.	-2%	1%	-2%	-46%[59 µM]	COC(=O)c1c(NC(=O)COc2cc(C)ccc2C(C)C)sc2c1CCC(C)C2 (stereo unspecified)
17%	?	42%	-6%	1%	-2%	2%	-16%	?	O=C(CN1C(=O)c2ccccc2C1=O)OCC(=O)N1CCc2ccccc2C1
-7%	7%	3%	-6%	-2%	-1%	15%	-14%	-1%[59 µM]	CC(C)c1cc(C(=O)Nc2ccc3c(c2)OCO3)no1
-4%	-6%	-22%	0%	6%	-4%	-7%	-9%	-10%[59 µM]	COc1ccc(CC(=O)Nc2oc(-c3ccccc3)c(-c3ccccc3)c2C#N)cc1OC
-1%	-8%	20%	-1%	1%	-9%	77%[activator]	-19%	-11%	Cc1cccc(S(=O)(=O)Nc2ccncc2)c1
0%	.	.	.	0%	-20%	23%	-23%	-26%	Cc1ccc(C)c(OCCC(=O)OCc2csc(CC(=O)Nc3ccccc3C)n2)c1
50µM*	?	-15%	-2%	-4%	-7%	?	-14%	45µM*	Cc1ccc(S(=O)(=O)Cc2sc3ccccc3[n+]2C)cc1
-2%	-6%	35%	-1%	8%	-3%	-3%	-9%	-14%[59 µM]	Cc1cc(C)n2nc(SCC(=O)N/N=C/c3cccc(Br)c3)nc2n1

(listing goes on)
BAZ2B inh	Anesthetic bind	Pol beta inh	BLM inh	APEX1 inh	Pol kappa inh	POLI inh	POLH inh	G9a block	mol
0%	.	.	.	-5%	-6%	28%	-13%	14%[12.7 µM]	C/C(=N\NC(=O)c1cccc(S(=O)(=O)N2CCCC2)c1)c1ccncc1
3%	-15%	-1%	3%	7%	-8%	-29%	-9%	-2%	Fc1ccc(/C=C/c2nnc(-c3cccs3)o2)cc1
-10%	-13%	1%	0%	-1%	-28%	-11%[58.9 µM]	-5%	0%[12.7 µM]	O=c1[nH]c2cc3c(cc2cc1CN(Cc1ccc2c(c1)OCO2)Cc1nnnn1CC1CCCO1)OCO3 (stereo unspecified)
0%	-1%	42%	-2%	-6%	-18%	124%[activator]	-19%	-4%	O=S(=O)(Nc1ccccc1Cl)c1ccc(NS(=O)(=O)c2cccs2)cc1
4%	-1%	3%	1%	-3%	2%	3%	-12%	-5%	O=c1cc(Nc2ccc3c(c2)OCCO3)[nH]c(=O)n1-c1ccc(Cl)cc1
-25%	?	-16%	-1%	-3%	-4%	-6%	-18%	?	C=CCc1c(C)nc(C)nc1N/N=C/c1ccc([N+](=O)[O-])cc1
7%	91%[activator]	1%	3%	?	-12%	-6%	-16%	-4%	CC(C)N(Cc1nc(-c2ccccc2)no1)S(=O)(=O)c1ccccc1
-3%	1%	51%	2%	4%	-3%	6%	-11%	?	CCC(C(=O)NNC(=O)c1cnccn1)c1ccccc1 (stereo unspecified)
-7%	-1%	2%	-10%	0%	-8%	?	-26%	7.9µM*	Nc1sc2c(c1C(=O)NC1CCS(=O)(=O)C1)CCCC2 (stereo unspecified)
-2%	7%	-29%	-5%	.	-5%	-2%	-12%	-9%[59 µM]	COc1ccc(NC(=O)Cn2c(=O)n(Cc3nc(-c4ccccc4)no3)c(=O)c3cc4c(cc32)OCO4)c(OC)c1
0%	-11%	19%	1%	-2%	-31%	?	-9%	-2%	CC(=O)c1ccc(N(CC(=O)NC2CCCC2)C(=O)c2csnn2)cc1

Not all compounds are listed, so the mix of outcomes need not match the whole.
